# Screens deposited in PubChem by National Center for Advancing Translational Sciences (NCATS).
# GLP-1R inv ag: acts as inverse agonist at human GLP-1 receptor; P43220; HEK293 GLP-1R CRE-luciferase, luminescence, 24 h; GLP-1R form is constitutively active; Potency, µM (titrated, usually from 38.3 µM), for the others: top-dose activity change, negative = inhibition, hits mostly inhibitors; 1.6% of 410,000 active; also: potency is read from the fitted curve at half-maximal effect; % is scaled to controls: 0 for no effect and ±100 for the full control effect; nearly all actives have a fitted effect of over 55% in size
# Target sequence (P43220 whole entry, looked up): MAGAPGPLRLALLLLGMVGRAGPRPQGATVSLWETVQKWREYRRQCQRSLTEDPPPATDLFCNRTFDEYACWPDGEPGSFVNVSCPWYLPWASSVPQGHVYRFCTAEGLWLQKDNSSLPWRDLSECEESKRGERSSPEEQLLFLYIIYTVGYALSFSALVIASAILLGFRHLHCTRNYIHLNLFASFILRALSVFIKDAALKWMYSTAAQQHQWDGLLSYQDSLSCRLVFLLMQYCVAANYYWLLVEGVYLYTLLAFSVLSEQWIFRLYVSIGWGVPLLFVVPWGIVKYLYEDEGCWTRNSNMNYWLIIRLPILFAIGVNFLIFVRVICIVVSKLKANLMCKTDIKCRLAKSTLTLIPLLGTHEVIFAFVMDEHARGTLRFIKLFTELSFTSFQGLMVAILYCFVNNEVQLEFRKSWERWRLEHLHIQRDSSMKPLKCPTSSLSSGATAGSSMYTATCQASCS
#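 qHTS in 1536-well format: reporter HEK293 cells expressing constitutive GLP-1R activity in DMEM + 10% Nu serum, 24 hr with compounds at 37 deg C, luminescence read after 12 min with detection reagent.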
# DRD3 antagonist: D3 dopamine receptor (human) antagonism | D3R cells, DiscoveRx beta-arrestin luminescence, antagonist mode; active compounds read low | AID 652054 | max response, negative = inhibition, % | 2.5% of 360,000 active; in the data active = max response below about -50%; inconclusive = no clear call, values can overlap the other calls; also: % is scaled to controls: 0 for no effect and ±100 for the full control effect; mostly tested at two doses, the higher about 12 µM
#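 Cells expressing the human receptor were seeded at 1500 cells/well, incubated overnight at 37 degrees C in 5% CO2, then exposed to library compounds with dopamine controls for 90 minutes at 37 degrees C before luminescent detection.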
# aSyn rescue: rescues yeast growth from alpha-synuclein toxicity; Yeast expressing alpha-synuclein, growth rescue, BacTiter-Glo, 24 h; Potency, µM (highest dose often 46.1 µM), for inactives: at the top dose growth rescue (activation), most hits filed as activators; AID 652106; 0.14% of 370,000 active; also: potency is read from the fitted curve at half-maximal effect; % of control where 0% means no effect; nearly all actives have a fitted effect of over 65% in size
#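 Readout is rescue of growth in alpha-synuclein-expressing yeast, so inhibitors of toxicity appear as activators. Growth after 24 hr at 30 deg C in galactose medium is quantified by luminescence.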
# TDP-43 yeast inh: rescues yeast growth from TDP-43 toxicity | Potency, µM (doses to about 46.1 µM), inactives show top-dose growth rescue (activation), actives largely listed as activators | AID 652104 | TDP-43 expressing yeast growth rescue, BacTiter-Glo, 24 h | 1.8% of 410,000 active; also: potency is read from the fitted curve at half-maximal effect; % of control where 0% means no effect; nearly all actives have a fitted effect of over 50% in size
#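 In this qHTS, compounds that restore growth of yeast expressing TDP-43 appear as activators. Cells (OD600=0.02, galactose medium, raffinose-pregrown) are incubated with compound 24 hr at 30 deg C and growth is quantified by BacTiter-Glo.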
# GLP-1R agonist: activates the human GLP-1 receptor; HEK293 GLP-1R CRE-luciferase, luminescence, 4-6 h; cells express a hypersensitive GLP-1R form; Potency, µM (series often up to 45.6 µM), without a hit: at the highest dose activation, hits mostly activators; 0.007% of 380,000 active; also: potency is read from the fitted curve at half-maximal effect; % of control where 0% means no effect
# KB-V1 cytotox: kills drug-selected multidrug resistant KB-V1 cells; KB-V1 MDR cells viability, CellTiter-Glo, 72 h; Potency, µM (top dose mostly 46.1 µM), for the others: at the highest dose activity change, negative = cytotoxicity, most hits filed as cytotoxic; 3.4% of 400,000 active; also: potency is read from the fitted curve at half-maximal effect; % is scaled to controls: 0 for no effect and ±100 for the full control effect; nearly all actives have a fitted effect of over 60% in size
#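 Luminescent ATP read-out (CellTiter-Glo, 10 min) measures survival of drug-selected KB-V1 MDR cells after 72 h, 37 degrees C compound exposure. Medium: phenol-red-free DMEM, 10% FBS. Values from fitted concentration-response curves.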
# D3 ag: activates the human D3 dopamine receptor | P35462 | D3R DiscoveRx beta-arrestin cells, luminescence, 90 min | max activation, % | 0.58% of 410,000 active | AID 652048; in the data active = max activation above about 30%; also: 0% is about no effect; mostly tested at two doses, the higher about 12 µM
#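 Agonist mode: compounds and dopamine controls were applied to plated cells for 90 min at 37 degrees C after an overnight attachment at 1500 cells/well. Luminescent read-out followed 30 - 60 minutes at room temperature with DiscoveRx detection reagent.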
# PTHR1 agonist: agonists of human PTHR1 parathyroid hormone receptor; 0.075% of 410,000 active; HEK293 GP2 PTHR1 cells, GloSensor cAMP luminescence, 1 h; Potency, µM (titrated, usually from 115 µM), for inactives: at the highest dose activation, hits mostly activators; Q03431; also: potency is read from the fitted curve at half-maximal effect; nearly all actives have a fitted effect of over 55% in size; some results filed as inactive show a strong effect at the top dose; inactives centre near -15; many of its hits are not listed in these tables
# Target sequence (Q03431 whole entry, looked up): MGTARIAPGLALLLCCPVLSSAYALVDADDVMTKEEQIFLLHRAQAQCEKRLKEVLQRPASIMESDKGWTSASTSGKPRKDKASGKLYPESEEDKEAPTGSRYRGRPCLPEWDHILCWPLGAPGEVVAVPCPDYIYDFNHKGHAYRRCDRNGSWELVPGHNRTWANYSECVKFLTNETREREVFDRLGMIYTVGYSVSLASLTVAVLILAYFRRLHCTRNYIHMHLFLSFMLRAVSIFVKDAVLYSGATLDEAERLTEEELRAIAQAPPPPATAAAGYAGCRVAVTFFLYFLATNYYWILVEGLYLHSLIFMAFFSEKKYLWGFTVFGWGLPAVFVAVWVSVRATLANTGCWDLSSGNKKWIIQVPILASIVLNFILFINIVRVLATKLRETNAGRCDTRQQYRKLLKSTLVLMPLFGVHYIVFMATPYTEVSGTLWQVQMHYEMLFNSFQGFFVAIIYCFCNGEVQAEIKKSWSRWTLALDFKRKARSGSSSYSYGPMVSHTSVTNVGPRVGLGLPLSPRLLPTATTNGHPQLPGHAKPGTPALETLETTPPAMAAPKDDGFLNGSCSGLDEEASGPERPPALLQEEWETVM
#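 HEK-293-derived GP2 cells expressing PTHR1 and a GloSensor cAMP reporter, 3,000/well, plated overnight, given luciferin plus IBMX (each 0.5 mM as added) for 1 h at 37 °C, then compound for 1 h at 37 °C. Luminescence was read after 15 min at room temperature.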
# HEK293 tox: cytotoxicity in counter-screen for GLP-1R inverse agonists | HEK293 cAMP-luciferase reporter cells, luminescence, 24 h | Potency, µM (highest dose often 38.3 µM), inactives show at the top dose activity change, negative = inhibition, actives largely listed as inhibitors | 0.13% of 410,000 active | AID 624418;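 also: loss of luciferase light is scored as toxicity; potency is read from the fitted curve at half-maximal effect; % is scaled to controls: 0 for no effect and ±100 for the full control effect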
#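 Compound-treated cells are incubated 24 hr at 37 deg C under 5% CO2 after a 12 hour attachment period, then luciferase detection reagent is added and luminescence is measured following 12 min at room temperature; lowered signal indicates toxicity.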
# An asterisk follows results filed as active; i = inactive; ? = inconclusive; nt = no result given; & = joins results of further samples; [ ] = remark or other dose. Unless noted, calls follow the shape of the dose curve; as a rule, active = well fitted curve in the direction sought with a large enough effect; inconclusive = small, poorly fitted or top-dose-only effect, or another doubt; inactive = no such curve, though single readings can be large; an effect the other way counts as inactive or inconclusive. Some of the compounds tested; rates above refer to the full screens.
# The first 3 records as a preview:
SMILES,GLP-1R inv ag,DRD3 antagonist,aSyn rescue,TDP-43 yeast inh,GLP-1R agonist,KB-V1 cytotox,D3 ag,PTHR1 agonist,HEK293 tox
O=C(NCc1ccco1)c1ccc2sc([C@@H]3O[C@H](CO)[C@H](O)[C@H](O)[C@H]3O)nc2c1,3.3%,-17.5,-2.6%,9.7%,4.5%,-2.8%,5.3,i,7.8%
COc1cc(-c2nc(Cn3nnc(C(=O)Nc4ccccc4)c3C)c(C)o2)cc(OC)c1OC,-23.5%,nt,nt,18.9%,1.4%,-0.8%,7.4,-9.1%,0.6%
COCCNC(=O)c1cc(-c2ccccn2)nc2ccc(S(=O)(=O)N3CCC(C)CC3)cc12,11.6%,-0.3,6.0%,14.9%,-5.3%,1.2%,9.8,i,5.9%

# Results, previewed entries included:
SMILES,GLP-1R inv ag,DRD3 antagonist,aSyn rescue,TDP-43 yeast inh,GLP-1R agonist,KB-V1 cytotox,D3 ag,PTHR1 agonist,HEK293 tox
O=C(NCc1ccco1)c1ccc2sc([C@@H]3O[C@H](CO)[C@H](O)[C@H](O)[C@H]3O)nc2c1,3.3%,-17.5,-2.6%,9.7%,4.5%,-2.8%,5.3,i,7.8%
COc1cc(-c2nc(Cn3nnc(C(=O)Nc4ccccc4)c3C)c(C)o2)cc(OC)c1OC,-23.5%,nt,nt,18.9%,1.4%,-0.8%,7.4,-9.1%,0.6%
COCCNC(=O)c1cc(-c2ccccn2)nc2ccc(S(=O)(=O)N3CCC(C)CC3)cc12,11.6%,-0.3,6.0%,14.9%,-5.3%,1.2%,9.8,i,5.9%
Cc1nc2ccccc2c(=O)n1-c1ccc(NC(=O)C(F)(F)F)cc1,14.7%,nt,nt,10.5%,nt,9.9%,-10.1,i,-7.9%
CCOc1ccc(C(C)NC(=O)CCC(=O)O)cc1 (stereo not given),1.5%,0.0,5.4%,2.6%,-1.1%,4.0%,6.9,-31.7%[inhibitor][57.5 µM],-20.1%
O[C@H]1CN(CC2CCCCC2)[C@@H](c2ccc(Cl)cc2)C[C@@H]1n1cc(C2CC2)nn1,?,13.0,3.8%,0.0%,-0.6%,?,1.2,-82.3%[inhibitor],?
CC(=O)N1c2ccc(S(=O)(=O)N(C)C3CCCCC3)cc2CC1C (stereo not given),13.4%,-15.3,17.4%,27.0%,10.7%,-0.2%,-14.3,-30.1%[inhibitor],-8.3%
COC(=O)CC1C(C(=O)OC)ON2OC(C(=O)OC)C(C(=O)OC)C12 (stereo not given),7.9%,-2.7,14.6%,5.4%,-2.7%,-2.9%,0.2,i,1.1%
Cc1cccc(C)c1NC(=O)CS(=O)CC(=O)Nc1ccc(N2CCOCC2)cc1 (stereo not given),57.6%[activator],-3.5,-3.5%,-13.5%,18.8%,21.6%,1.4,-4.7%,16.2%
CC(C)Cc1ccc(S(=O)(=O)NCC2CCCO2)cc1 (stereo not given),-24.6%,15.6,10.0%,4.2%,-11.6%,-14.7%,5.2,i,-8.5%
CC(=O)c1c(C)[nH]c(C(=O)NNC(=O)c2ccc(C)cc2)c1C,11.6%,24.8,1.4%,21.1%,7.4%,0.0%,6.0,-33.1%,2.2%
CC(=O)Nc1nnc(COc2ccccc2)s1,16.0%,7.7,-1.8%,2.6%,8.1%,0.0%,-1.7,i,-27.0%
CC(=O)/C=C1\N(C)c2ccc(C)cc2C1(C)C,5.5%,2.1,1.6%,2.1%,16.2%,1.7%,-2.9,-7.2%,0.7%
O=C(NCc1ccccc1Cl)c1cccc2c1C(=O)c1ccc(-c3ccc(OC(F)(F)F)cc3)cc1S2(=O)=O,6.5%,54.3,-7.6%,-14.6%,7.7%,?,30.7*,-27.4%,-5.9%
C1CCN(c2nc3nonc3nc2N2CCCC2)C1,-0.4%,22.5,-3.7%,0.0%,-9.6%,13.5%,-0.3,i,4.4%
CC12CC(NC(=O)N1c1cccc(C(=O)NCc3ccc4c(c3)OCO4)c1)c1cc(Cl)ccc1O2 (stereo not given),1.58µM*,?,-3.7%,-14.7%,-4.5%,-0.1%,-3.5,18.6%[57.5 µM],?
O=C(O)CC1(CC(=O)NCc2ccc(F)cc2)CCCCC1,0.8%,22.3,-5.0%,6.8%,-6.4%,-0.2%,3.6,-9.8%,15.5%
COc1ccc(CC(=O)NCc2ccc(F)cc2)cc1S(=O)(=O)N1CCOCC1,0.2%,-6.6,-2.6%,20.6%,-0.9%,16.6%,2.1,-1.9%,-2.1%
O=C1COc2c1ccc(O)c2O,12.4%,1.5,2.3%,-10.5%,3.0%,0.8%,13.4,19.3%,-19.2%
COCCNC(=O)C(c1cccnc1)N(Cc1ccccc1)C(=O)Cn1nnc2ccccc21 (stereo not given),36.6%[activator],0.7,-5.1%,1.2%,-4.0%,?,-0.6,21.1%,-11.2%
Nc1nc(N)nc(-c2ccc(Cl)cc2)n1,22.6%,5.7,16.6%,17.5%,-0.5%,?,1.1,i,-5.2%
COc1ccc(-c2c(C#N)c(SCC(=O)Nc3ccc(Br)cc3)nc(C)c2C(=O)Nc2ccccc2)cc1,11.4%,nt,nt,28.7%,nt,-5.6%,-6.2,i,-0.5%
Cc1nnc(NC(=O)c2cccc(S(=O)(=O)N3CCOCC3)c2)s1,22.0%,2.0,-12.3%,9.5%,6.5%,0.0%,-2.3,i,12.9%
Cc1cccc(N2CCN(C(=O)c3ccc4c(c3)N(Cc3ccccc3F)C(=O)c3ccccc3S4=O)CC2C)c1 (stereo not given),?,nt,nt,10.2%,-5.8%,-11.9%,0.9,-34.5%[inhibitor],-10.8%
CC(=O)c1ccccc1C(=O)N1CCCC(N2CCN(Cc3ccc4c(c3)OCO4)CC2)C1 (stereo not given),-8.3%,-3.4,-7.8%,15.3%,3.1%,-24.7%,-1.3,-5.9%,0.8%
# (further entries)
SMILES,GLP-1R inv ag,DRD3 antagonist,aSyn rescue,TDP-43 yeast inh,GLP-1R agonist,KB-V1 cytotox,D3 ag,PTHR1 agonist,HEK293 tox
CC1(C)CC(=O)C(C(C2=C(O)CC(C)(C)CC2=O)c2cccc(O)c2)C(=O)C1 (stereo not given),1.5%,21.3,-5.8%,1.7%,-0.7%,?,-5.5,-1.6%[57.5 µM],-15.9%
Cc1ccc(OCC(=O)Nc2ccccc2C(=O)N2CCCCC2)cc1,178.4%[activator],2.8,1.4%,-0.1%,2.7%,1.2%,-0.3,-13.8%,44.7%[activator]
COc1ccccc1CNC(=O)c1cc(S(=O)(=O)N2CCCCC2)c[nH]1,-14.7%,19.6,0.4%,4.9%,6.5%,5.9%,2.2,-3.8%,5.1%
CCOC(=O)CSc1nc(-c2ccccn2)ncc1OC,2.0%,-13.6,-10.6%,-13.2%,7.7%,?,-14.0,i,?
Cc1ccc(-c2csc(NC(=O)CSC3=NCCS3)n2)cc1,2.3%,-17.2,nt,7.08µM*,-5.2%,1.2%,-0.8,i,-5.8%
COc1ccc(C2CC(c3cccc(Cl)c3)=NN2c2ccc(S(N)(=O)=O)cc2)cc1 (stereo not given),?,10.2,?,11.9%,4.3%,?,24.0,-29.9%,166.6%[activator]
COc1ccc(S(=O)(=O)N2CCOCC2)cc1NS(=O)(=O)c1ccc(F)c(F)c1,7.2%,0.0,-3.8%,13.9%,19.9%,23.1µM*,-9.1,-6.8%,15.0%
CC(C)CCNC(=O)CN1C(=O)NC(c2ccccc2)(c2ccccc2)C1=O,?,-12.9,0.6%,-14.6%,6.0%,-2.8%,-1.0,-16.7%,8.8%
COc1cccc(CNC(=O)CN2C(=O)CCc3cc(S(=O)(=O)N4CCOCC4)ccc32)c1,9.4%,nt,nt,15.9%,nt,-9.7%,7.8,4.5%,1.6%
O=[N+]([O-])c1cccc(-n2nnnc2CN2CCCCCC2)c1,-23.3%,5.6,0.2%,19.8%,0.7%,6.1%,1.1,-7.2%[57.5 µM],-16.0%
CC(Oc1ccc(NC(=O)c2ccco2)cc1)C(=O)N1c2ccccc2CC1C (stereo not given),?,-5.4,2.0%,2.4%,7.2%,-3.5%,-0.9,-15.9%,-16.8%
CCOc1ccc(N2CC(C(=O)Nc3cccnc3)CC2=O)cc1 (stereo not given),-12.2%,10.6,-0.5%,12.1%,0.1%,2.0%,0.8,i,-2.5%
CCNC(=O)NC(=O)C(C)OC(=O)c1cccnc1SC (stereo not given),0.6%,-21.7,5.0%,3.9%,20.2%,23.1%,2.8,i,0.1%
N#CCCN(C(=O)COC(=O)Cc1ccc(Br)cc1)c1ccccc1,-14.3%,-16.7,-3.8%,-25.9%[1.82 µM],8.1%,-18.2%,-12.2,-23.4%,-2.6%
CCOc1ccc(OCC)c(NC(=O)C(NS(=O)(=O)c2ccc3c(c2)oc(=O)n3C)C(C)C)c1 (stereo not given),0.0%,-20.2,-2.2%,-18.8%,-13.0%,-1.1%,-7.7,i,0.7%
Cc1ccc(S(=O)(=O)NCc2ccc(C(=O)NCCN(Cc3ccccc3)C(C)C)cc2)cc1,?,-78.7*,-7.0%,-14.0%[1.82 µM],14.4%,-25.2%,-18.7,-18.2%,-26.0%
COc1cc(OC)cc(C(=O)Nc2ccc(S(=O)(=O)Nc3ncccn3)cc2)c1,0.6%&4.2%,-5.6,-5.2%,-0.9%&-5.5%,9.8%,9.7%&25.1%,-1.5&29.3,-26.4%,-8.2%&7.1%
CCCCCCSc1ccc([C@H]2N[C@@](CC(C)C)(C(=O)OC)[C@H]3C(=O)N(C)C(=O)[C@@H]23)cc1OC,?,0.0,20.4%,3.9%,11.7%,11.1%,3.2,-15.8%,-11.2%
CCN(CC)c1ccc2cc(S(=O)(=O)c3ccc(Cl)cc3)c(=O)oc2c1,10µM*,-16.1,9.0%,1.9%,9.6%,-4.4%,3.2,-3.5%,319.6%[activator]
CCc1ccc(OC(=O)CN2C(=O)c3ccccc3C2=O)cc1,9.2%,16.9,11.8%,15.8µM*,-1.9%,?,2.2,i,7.4%
